# From PubChem BioAssay
# Mcl1-Noxa inh: Mcl-1/Noxa binding inhibitors, primary screen, biochemical, TR-FRET, 1536-well. inhibition, % at 21.7 µM. 1.5% of 220,000 active. Induced myeloid leukemia cell differentiation protein Mcl-1 (Homo sapiens), Q07820. TR-FRET Mcl-1/Noxa peptide binding, 2 h. AID 1022, 2008;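 active = compounds that cut the protein-peptide binding signal by more than 50% relative to plate controls in a single-dose test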;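 also: His-tagged Mcl-1 with rhodamine Noxa BH3 peptide and terbium anti-His antibody; 0% = Mcl-1 plus Noxa peptide wells and 100% = peptide-only wells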
# Target sequence (Q07820 whole entry, looked up): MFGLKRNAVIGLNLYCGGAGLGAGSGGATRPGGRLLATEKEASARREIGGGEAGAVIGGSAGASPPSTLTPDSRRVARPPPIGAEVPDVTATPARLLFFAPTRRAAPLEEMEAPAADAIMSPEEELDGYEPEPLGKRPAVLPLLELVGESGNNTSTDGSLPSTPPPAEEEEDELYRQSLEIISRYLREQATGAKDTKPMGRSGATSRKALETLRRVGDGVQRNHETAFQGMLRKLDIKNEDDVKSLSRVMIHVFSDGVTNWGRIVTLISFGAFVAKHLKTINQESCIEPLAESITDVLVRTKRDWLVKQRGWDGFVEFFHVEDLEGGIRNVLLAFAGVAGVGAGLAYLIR
# Pf gametocyte: late stage P. falciparum gametocyte viability inhibitors, primary screen, ATP luminescence, HTS; P. falciparum stage V gametocytes, 24 h; AID 743093, 2013; inhibition, % at 10.9 µM; 0.065% of 150,000 active;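 active = inhibition above the mean plus 3 SD of compounds within the control limits, set per campaign, cut at about 38% in these data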;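 also: 0% = DMSO wells and 100% = medium only without gametocytes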
# Rac1 mut GTP: GTP binding modulators of activated mutant Rac1, primary screen, biochemical, bead-based flow cytometry, multiplex, fluorescent GTP. GST-Rac1 activated beads; actives lie on both sides; 100% means binding = to untreated wells. Ras-related C3 botulinum toxin substrate 1 (Homo sapiens), P63000. percent activity (GTP binding), % at 10 µM. 0.11% of 190,000 active;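 active = GTP binding at least 20 percentage points away from the 100% baseline, in either direction, so actives lie on both sides; inconclusive = Compound likely fluorescent itself, or too few beads counted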
# ABCG2 inh: ABCG2 efflux pump inhibitors, primary screen, multiplex with ABCB1, IgMXP3 cells, flow cytometry; JC-1 efflux; inhibition, % at 6.6 µM; 0.1% of 190,000 active;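 active = inhibition above 80%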;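 also: 0% = DMSO and 100% = nicardipine control wells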
# Target sequence (Q9UNQ0 whole entry, looked up): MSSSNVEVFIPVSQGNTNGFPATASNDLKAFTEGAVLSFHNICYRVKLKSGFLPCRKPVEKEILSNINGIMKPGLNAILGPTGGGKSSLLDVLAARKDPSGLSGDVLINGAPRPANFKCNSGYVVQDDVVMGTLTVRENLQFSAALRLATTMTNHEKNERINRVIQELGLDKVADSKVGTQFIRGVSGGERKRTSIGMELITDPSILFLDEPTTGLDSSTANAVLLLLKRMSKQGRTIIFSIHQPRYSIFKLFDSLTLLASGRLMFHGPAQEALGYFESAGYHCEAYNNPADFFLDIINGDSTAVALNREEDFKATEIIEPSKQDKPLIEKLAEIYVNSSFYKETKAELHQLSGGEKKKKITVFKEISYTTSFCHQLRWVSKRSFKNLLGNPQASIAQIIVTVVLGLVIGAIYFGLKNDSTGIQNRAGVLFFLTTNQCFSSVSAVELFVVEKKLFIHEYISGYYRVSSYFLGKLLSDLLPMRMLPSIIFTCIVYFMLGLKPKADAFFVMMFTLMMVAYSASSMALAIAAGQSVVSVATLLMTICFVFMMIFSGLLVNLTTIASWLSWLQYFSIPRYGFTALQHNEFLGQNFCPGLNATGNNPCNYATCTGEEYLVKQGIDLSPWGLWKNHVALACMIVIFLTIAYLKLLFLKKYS
#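 Times: 10 min at 25 °C | Test system: Two drug-resistant human cell lines, ABCG2 and ABCB1 | Quantity: 3 million cells/mL final, two lines in 1:1 ratio | Signal: Flow cytometry, 530 nm JC-1 signal | Dosing: Compound at 6.6 µM | Controls: Nicardipine and DMSO wells | Reagent: JC-1 as fluorescent efflux pump substrate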
# ABCB1 inh: ABCB1 efflux pump inhibitors, primary screen, cell-based, multiplex, flow cytometry, ABCG2 counter-screen. CCRF-Adr cells, JC-1 efflux. inhibition, % at 6.6 µM. 0.067% of 190,000 active; in the data active = inhibition above about 40%;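 also: 0% = vehicle and 100% = reference inhibitor; higher value means more JC-1 retained so stronger ABCB1 efflux block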
# Avidin fluor: green autofluorescence of compounds with avidin beads – biophysical, 488/530 nm, flow cytometry, artefact control, profiling panel; compound fluorescence 488/530 nm; hits give high values; fluorescence (KMESF) at 10 µM; 0.38% of 220,000 active; in the data active = fluorescence above about 47; also: inactives centre near 10
# Rab7 wt modul: modulators of GTP binding to Rab7, primary screen, biochemical, wildtype, multiplex bead flow cytometry | Rab7 GTPase wild type (dog), Bodipy-FL-GTP binding | GST-Rab7 beads, fluorescent GTP binding; actives lie on both sides; untreated = 100%, excess cold GTP = 0% | GTP binding activity (percent of control), % at 10 µM | 0.055% of 190,000 active | AID 758, 2007;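 active = fluorescent GTP binding to Rab7 beads changed by at least 20 points from the 100% baseline, either direction, mostly lower; inconclusive = compound itself probably fluorescent, or too few beads counted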;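 also: median green fluorescence of bound Bodipy-FL-GTP per Rab7 bead population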
# Rac1 wt GTP bind: wildtype Rac1 GTP binding modulators, primary screen, biochemical, GST-Rac1 beads, flow cytometry, multiplex; Ras-related C3 botulinum toxin substrate 1 (Homo sapiens), P63000; fluorescent GTP binding; actives lie on both sides; 0 = cold GTP competed, 100 = untreated; 0.27% of 190,000 active; GTP binding activity (% of control), % at 10 µM;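 active = GTP binding activity at least 20 points away from the 100% control level, either lower or higher; inconclusive = compound flagged as likely green fluorescent, judged across all proteins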
# Cdc42 wt GTP: modulators of GTP binding to wildtype Cdc42, primary screen, biochemical, multiplex bead flow cytometry, Bodipy-GTP | Cell division control protein 42 homolog (Homo sapiens), P60953 | GST-Cdc42 beads; actives lie on both sides | percent activity (GTP binding), % at 10 µM | 0.2% of 190,000 active | AID 761, 2007;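 active = percent activity GTP binding at least 20 points away from the 100% baseline, either down as inhibitor or up as activator; inconclusive = compound flagged as likely green fluorescent from well-wide comparison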;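 also: median bead fluorescence of bound Bodipy-FL-GTP at 100 nM; 0% = excess unlabeled GTP control and 100% = no compound control; below 100% means less GTP binding so inhibitor and above means activator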
# Rab2A wt mod: modulators of GTP binding to Rab2A wildtype, primary screen, biochemical, dog, bead-based flow cytometry, multiplex; Ras-related protein Rab-2A (Canis lupus familiaris), P61105; GTP binding activity, % at 10 µM; 0.19% of 190,000 active; AID 760, 2007; GST-Rab2 wt beads, Bodipy-GTP binding;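 active = GTP binding activity at least 20 points away from 100%, either lowered or raised; inconclusive = signal likely due to the compound's own green fluorescence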;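 also: 0% = beads with excess unlabeled GTP and 100% = no-compound control corrected for plate trend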
# HRas wt GTP: modulators of GTP binding to HRas wildtype, primary screen, biochemical, bead-based flow cytometry, multiplex; GTPase HRas (Homo sapiens), P01112; GST-Ras wt beads, Bodipy-FL-GTP binding; actives lie on both sides; GTP binding activity, % at 10 µM; 0.14% of 190,000 active; AID 759, 2007;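 active = GTP binding activity at least 20% away from the 100% baseline, either lowered as inhibitor or raised as activator; inconclusive = flagged as likely green fluorescent, judged across all proteins in the well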;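 also: 0% = unlabeled GTP competition control and 100% = no-compound control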
# * marks the source's active call; other numbers are inactive results; ? = inconclusive; / = not tested or not shown.
no.	smiles	Mcl1-Noxa inh	Pf gametocyte	Rac1 mut GTP	ABCG2 inh	ABCB1 inh	Avidin fluor	Rab7 wt modul	Rac1 wt GTP bind	Cdc42 wt GTP	Rab2A wt mod	HRas wt GTP
1	CCCCOC(=O)c1ccc(NC(=O)C2CCCO2)cc1 (stereo not given)	2	/	94	3	0.6	11	96	97	99	97	95
2	COc1ccc(OC)c(N(CC(=O)Nc2cccc(C(F)(F)F)c2)S(C)(=O)=O)c1	3	-8	96	11	0.0	21	98	100	94	95	97
3	O=C(NCCc1ccccc1)c1cnc2n(c1=O)CCS2	0	0	94	3	0.4	23	100	96	94	96	98
4	CCC1(c2ccccc2)NC(=S)N(c2ccc(C)c(C)c2)N1 (stereo not given)	23	-16	93	-4	-0.1	9	94	99	94	94	94
5	CCOc1ccccc1NC(=S)NNS(=O)(=O)c1c(C)cc(C)cc1C	6	-4	99	-5	0.3	11	97	102	100	98	98
6	Cc1ccccc1-n1ncc2c([N+](=O)[O-])cc([N+](=O)[O-])cc21	0	/	97	39	5.2	14	92	98	96	96	97
7	COc1ccc(-c2csc(N)n2)cc1F	-1	0	97	2	0.4	35	105	100	100	101	102
8	CCc1ccccc1NC(=O)N[C@@H](C)C(=O)OC	-13	/	99	3	0.7	38	102	100	100	100	100
9	Cc1c(C(=O)NCCCN2CCOCC2)sc2ncnc(N3CCN(c4ccccc4)CC3)c12	10	-17	96	6	1.3	6	101	96	99	99	101
10	CC(=O)N1c2ccccc2C(=O)OC1c1cccnc1 (stereo not given)	2	/	?	5	0.7	11	?	?	?	?	?
11	O=C(c1ccc2c(c1)OCO2)C1CCCN(Cc2cc(F)ccc2-n2cccn2)C1 (stereo not given)	6	-14	100	4	1.5	12	103	108	107	103	104
12	O=C(CCSc1ccccc1)N1CCCC1	11	/	93	4	0.7	8	110	102	96	102	98
13	CCN(CC)CCCN(Cc1cc2cc3c(cc2[nH]c1=O)OCCO3)C(=O)Nc1ccccc1	0	/	99	3	1.0	54*	104	103	103	103	102
14	COc1cccc(CNC(=O)CCC2CCCN(C(=O)c3cccc(Cl)c3)C2)c1 (stereo not given)	0	5	96	5	0.5	2	100	99	98	98	99
15	CCOC(=O)CSc1nnc(CNc2ccc(Cl)cc2)n1Cc1ccccc1	-2	/	90	0	-0.2	6	91	98	92	95	95
16	O=C(N/C(=C\c1ccc(Br)cc1)C(=O)N1CCCC1)c1cccs1	5	/	97	20	1.6	12	99	97	93	96	98
17	CCc1cc(=O)oc2c(CN3CCCC3)c(O)c(Cl)cc12	/	12	99	2	-0.1	10	96	99	98	99	98
18	CC1=C(C(=O)O)N2C(=O)C(NC(=O)c3nn(C)cc3Cl)C2SC1 (stereo not given)	19	-6	102	3	0.2	18	98	112	107	96	104
19	O=C(N/N=C\c1cn[nH]c1-c1ccccc1)c1cccnc1	-17	-9	98	0	-0.1	7	94	100	100	96	97
20	Cc1sc2nc(SCC(=O)NCc3ccco3)n(-c3ccccc3)c(=O)c2c1C	-66	12	98	1	0.3	33	98	101	100	99	98
21	COC(CN(C)C(C(=O)NC1CCCCC1)c1ccccc1)OC (stereo not given)	5	6	98	1	1.2	10	94	100	101	99	99
22	O=C(Nc1ccncc1)c1cn(-c2ccccc2)nc1-c1cccs1	-111	5	97	-1	-0.8	3	100	101	102	99	99
23	Cc1nc(CC(=O)Nc2nc(C(C)(C)C)cs2)cs1	18	/	101	17	1.3	33	98	107	100	101	102
24	O=c1c2ccccc2[nH]c(=S)n1Cc1ccc2c(c1)OCO2	10	-17	93	1	0.0	12	100	102	98	97	99
25	O=C(Nc1ccccc1Oc1ccccc1)C1CC1	12	/	98	2	0.9	11	99	101	98	101	98
26	CCOC(=O)C(C)/C(C)=N\Nc1ccc([N+](=O)[O-])cc1[N+](=O)[O-] (stereo not given)	4	24	93	6	0.8	3	99	98	94	95	94
27	CC(=O)N1CCn2c3ccc(C)cc3c3cccc1c32	0	/	94	7	-0.2	4	102	101	97	98	99
28	Cc1cc(C)nc(-n2nc(C)c(C3(O)C(=O)Nc4ccc(F)cc43)c2N)n1 (stereo not given)	2	7	98	0	-0.1	7	93	100	100	97	98
29	CC(NC(=O)C1CCN(c2nnc(-n3cccc3)s2)CC1)C12CC3CC(CC(C3)C1)C2 (stereo not given)	6	/	95	4	0.9	23	101	103	100	96	105
30	O=C(/C=C/c1ccc(Br)cc1)NC1CCCCCC1	8	4	96	5	0.2	20	95	98	98	96	97
31	CCCC(=O)Nc1ccc(-c2nc3cc(C)ccc3o2)cc1	23	/	99	7	0.3	10	102	103	102	100	102
32	COCCNC(=O)c1onc(CSc2cccc(C)c2)c1C(=O)O	9	9	91	0	0.0	11	94	92	93	93	95
33	CCO/C=C1/C(=O)N(c2ccccc2OC)C(=O)c2ccccc21	22	7	94	2	0.3	13	97	101	97	97	96
34	CC(=O)NCC1CCCN(Cc2cn(-c3ccccc3F)nc2-c2cc(C)sc2C)C1 (stereo not given)	10	-5	97	4	1.3	11	101	98	97	98	98
35	Cc1[nH]n(-c2cccc(Cl)c2)c(=O)c1C=NCC(C)C	-1	3	98	5	0.4	9	96	100	99	96	97
36	C/C(=N\NC(=O)CSCc1ccc([N+](=O)[O-])cc1)c1ccccc1	14	-23	95	4	0.2	3	96	96	93	95	94
37	O=C(NCCc1ccc(Cl)cc1)/C(=C/c1cccnc1)NC(=O)c1ccccc1	6	20	101	4	0.4	16	99	104	104	99	101
38	Clc1nc(NCc2ccco2)nc(N2CCCCC2)n1	-4	-15	96	1	0.0	8	100	99	97	101	100
39	CCOC(=O)CC(/C(C)=N\O)c1ccccc1 (stereo not given)	-3	/	98	1	0.3	12	105	101	100	103	104
40	Cc1ccc(/C=N/n2c(C)nnc2C)cc1	8	/	101	10	0.5	11	101	106	103	101	102
41	Cc1ccccc1NCc1ccccc1O	18	-23	98	1	0.2	37	102	105	102	101	102
42	CCCCn1c(/N=C/c2ccc(N(C)C)cc2)nc2ccccc21	-10	/	101	1	0.2	6	99	102	103	100	101
43	COc1ccc(NC(=O)CC2CCCC2)cc1S(=O)(=O)N1CCCCC1	10	/	100	2	-0.2	5	94	101	99	98	98
44	CC(=O)c1c(C)nn(CC(O)COc2ccc3ccccc3c2)c1C (stereo not given)	9	/	95	1	0.2	10	104	103	96	98	99
45	Cc1cccc(N2CCN(C(=O)C3CCN(S(=O)(=O)c4cccc5cccnc45)CC3)CC2C)c1 (stereo not given)	7	/	97	5	1.3	7	101	103	99	100	101
46	O=C(CSc1nnc(-c2cnccn2)n1Cc1ccco1)Nc1ccc(Br)cc1	-12	/	91	1	0.4	27	94	91	88	88	93
47	Cc1cc(C(=O)NCCCN2CCCC2=O)no1	0	9	101	0	0.1	39	101	105	104	100	102
48	Cc1ccc(C)c(N2CCN(C(=O)C(Cc3ccccc3)n3cccc3)CC2)c1 (stereo not given)	6	/	100	2	0.5	10	96	108	99	100	100
49	CCOc1cc(C2CC(=O)c3c(ccc4ccccc34)N2)ccc1O (stereo not given)	18	9	96	1	0.1	12	101	99	97	98	99
50	O=c1c(/C=N/OCc2ccc(Cl)cc2Cl)c[nH]n1-c1cccc(Cl)n1	-41	-14	88	4	-0.4	14	102	95	89	94	94
51	Cc1ccc(C)c(Nc2ccc(C(=O)NCCc3ccccc3)cn2)c1	6	11	99	15	0.9	14	103	100	98	99	100
52	Cc1ccc2cc(CN(CC3CCCO3)C(=S)Nc3ccccc3)c(=O)[nH]c2c1C (stereo not given)	-14	18	98	-2	1.0	7	93	101	98	97	94
53	O=C(CN1CCOCC1)N/N=C/C(Br)=C\c1ccccc1	-11	14	97	2	-0.3	19	99	93	96	97	97
54	O=C(Nc1cccc(NC(=O)c2ccc(Br)o2)n1)c1ccc(Br)o1	-35	/	94	0	0.1	31	99	95	95	96	96
55	O=C(Nc1ccc(Oc2ccccc2)cc1)c1ccco1	23	/	93	11	0.9	10	94	92	96	95	95
56	Cc1cccc(C(P(=O)(c2ccccc2)c2ccccc2)P(=O)(c2ccccc2)c2ccccc2)n1	-16	/	97	0	0.0	11	101	100	100	101	100
57	COC1CCCCC1Nc1ccc(C)c(C)c1 (stereo not given)	33	9	99	1	-0.1	5	99	105	100	99	100
58	N/C(=N\OC(=O)c1ccc2c(c1)OCO2)c1ccc(Br)cc1	7	9	96	6	0.3	10	94	94	92	90	90
59	CCOc1ccccc1N(CC(=O)Nc1ccc(S(=O)(=O)N2CCOCC2)cc1)S(=O)(=O)c1ccccc1	-3	/	100	1	0.2	5	103	107	103	101	103
60	Cc1cccc(C)c1Nc1nnc(SCC(=O)NCc2cccs2)s1	-4	7	97	-2	-0.7	1	99	97	96	98	101

# (list continues)
no.	smiles	Mcl1-Noxa inh	Pf gametocyte	Rac1 mut GTP	ABCG2 inh	ABCB1 inh	Avidin fluor	Rab7 wt modul	Rac1 wt GTP bind	Cdc42 wt GTP	Rab2A wt mod	HRas wt GTP
61	CCc1cc(=O)oc2cc(C)cc(OC(C)C(=O)O)c12 (stereo not given)	-7	-5	99	1	0.2	32	98	102	103	99	102
62	CCOC(=O)Cc1c(C)nc(Cc2ccc(OC(C)C)cc2)[nH]c1=O	1	16	97	3	0.3	12	99	103	102	98	99
63	CC(C)Cc1nnc(NC(=O)c2cc(-c3ccccc3)nc3ccccc23)s1	8	2	97	2	0.6	4	98	98	98	99	98
64	CCCn1nc(C(=O)OCC(=O)Nc2ncc(Cl)c(C)c2Cl)c2ccccc2c1=O	11	5	97	5	0.1	11	95	99	97	96	94
65	CCOc1ccc(NC(=S)N(CCCN2CCOCC2)Cc2cn(C)c3ccccc23)cc1	11	-10	98	6	3.0	13	95	98	94	96	95
66	Cc1ccc(-c2nc3ccccc3s2)cc1NC(=S)NC(=O)c1cccc2ccccc12	10	/	?	-2	-0.5	13	?	?	?	?	?
